# Pol eta inh: qHTS for Inhibitors of Polymerase Eta; 390,000 compounds, 1.2% hits; Potency, µM (titrated, usually from 114 µM), for the others: at the highest dose activity change, negative = inhibition, usual class: inhibitors; AID 588591, 2011; DNA polymerase eta (Homo sapiens), Q9Y253; recombinant Pol eta, fluorescent DNA replication assay; also: % is scaled to controls: 0 for no effect and ±100 for the full control effect
#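 Pol eta (10 nM) was preincubated with compounds for 15 min at room temperature, after which fluorescent replication substrate (50 nM final) was added to start the reaction. Fluorescence was read kinetically at 0 and 10 min.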
# G9a block: qHTS Assay for Inhibitors of Histone Lysine Methyltransferase G9a; G9a H3K9 monomethylation, AlphaScreen, 2 h; AID 504332, 2011; Potency, µM (top dose mostly 102 µM), inactives show at the highest dose activity, negative = inhibition, usual class: inhibitors; Histone-lysine N-methyltransferase EHMT2 (Homo sapiens), Q96KQ7; 350,000 compounds, 8.8% hits; also: % is scaled to controls: 0 for no effect and ±100 for the full control effect; nearly all actives have a fitted effect of over 75% in size
#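 Readings reflect AlphaScreen signal from monomethyl-H3K9 antibody detection. HMT at 20 nM; substrate b-H3K9 500 nM; cofactor SAM 20 uM; 2 h RT reaction; compounds tested as titrations in qHTS with 15 min preincubation.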
# Pol iota inh: qHTS for Inhibitors of Polymerase Iota; Pol iota fluorescent replication assay, 10 min; 390,000 compounds, 1% hits; DNA polymerase iota (Homo sapiens), Q9UNA4; Potency, µM (top dose mostly 115 µM), inactives show at the top dose activity, negative = inhibition, hits mostly inhibitors; AID 588590, 2011
# Target sequence (Q9UNA4 whole entry, looked up): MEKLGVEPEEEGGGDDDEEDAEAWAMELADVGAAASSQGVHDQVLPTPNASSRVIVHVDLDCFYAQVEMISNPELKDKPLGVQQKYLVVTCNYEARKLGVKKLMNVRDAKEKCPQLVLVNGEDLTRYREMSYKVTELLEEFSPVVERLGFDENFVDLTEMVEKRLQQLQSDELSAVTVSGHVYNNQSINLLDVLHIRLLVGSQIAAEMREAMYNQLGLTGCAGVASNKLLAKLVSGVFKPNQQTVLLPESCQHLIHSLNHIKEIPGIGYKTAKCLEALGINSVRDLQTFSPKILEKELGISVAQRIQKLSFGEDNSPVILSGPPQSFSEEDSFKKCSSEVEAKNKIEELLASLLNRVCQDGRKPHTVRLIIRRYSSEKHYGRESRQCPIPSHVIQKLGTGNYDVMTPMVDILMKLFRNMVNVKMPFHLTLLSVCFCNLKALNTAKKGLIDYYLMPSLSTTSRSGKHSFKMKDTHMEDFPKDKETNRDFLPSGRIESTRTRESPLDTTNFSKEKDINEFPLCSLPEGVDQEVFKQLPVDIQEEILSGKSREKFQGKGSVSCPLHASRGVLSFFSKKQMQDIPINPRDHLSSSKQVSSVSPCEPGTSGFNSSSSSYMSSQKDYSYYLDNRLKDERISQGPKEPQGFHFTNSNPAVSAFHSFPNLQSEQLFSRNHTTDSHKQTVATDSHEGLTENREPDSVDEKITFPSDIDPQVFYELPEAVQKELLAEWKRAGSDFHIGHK
#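 Fluorescent replication assay read twice, at 0 min and 10 min after adding 50 nM (final) substrate. Enzyme (10 nM) and compounds were first incubated 15 min at room temperature; enzyme-free buffer wells were negative controls.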
# JMJD2A Tudor: qHTS Assay for Inhibitors of JMJD2A-Tudor Domain. AID 504339, 2011. 390,000 compounds, 4.4% hits. Lysine-specific demethylase 4A (Homo sapiens), O75164. AlphaScreen JMJD2A-Tudor / H3K4me3 peptide binding. Potency, µM (titrated, usually from 114 µM), for the others: at the highest dose activity change, negative = inhibition, hits mostly inhibitors; also: % is scaled to controls: 0 for no effect and ±100 for the full control effect; nearly all actives have a fitted effect of over 50% in size
# APE1 inh: qHTS Assay for Inhibitors of the Human Apurinic/apyrimidinic Endonuclease 1 (APE1) | 350,000 compounds, 0.35% hits | DNA repair nuclease/redox regulator APEX1 (Homo sapiens), P27695 | recombinant APE1, TAMRA/BHQ-2 abasic DNA cleavage fluorescence | Potency, µM (series often up to 65.8 µM), without a hit: at the highest dose activity change, negative = inhibition, hits mostly inhibitors | AID 2517, 2012;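 also: plate controls were vehicle for no effect and reference inhibitor for full effect; nearly all actives have a fitted effect of over 55% in size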
# Target sequence (P27695 whole entry, looked up): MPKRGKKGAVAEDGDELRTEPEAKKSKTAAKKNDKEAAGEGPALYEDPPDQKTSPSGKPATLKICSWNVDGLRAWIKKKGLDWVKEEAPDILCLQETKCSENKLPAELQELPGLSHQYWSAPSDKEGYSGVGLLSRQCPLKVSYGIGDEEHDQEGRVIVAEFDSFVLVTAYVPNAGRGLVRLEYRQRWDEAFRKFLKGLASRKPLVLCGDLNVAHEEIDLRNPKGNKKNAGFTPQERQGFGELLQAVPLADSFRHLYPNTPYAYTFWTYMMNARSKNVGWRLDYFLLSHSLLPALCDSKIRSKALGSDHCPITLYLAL
#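 APE1 at 0.75 nM preincubated 15 min at room temperature with compound. Reaction then started with 50 nM double-stranded THF-abasic substrate labelled with TAMRA/BHQ-2, and 525/598 nm fluorescence read kinetically. Activity taken as third-minus-first read difference, normalized to DMSO and NSC13755 controls.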
# Pol kappa inh: qHTS for Inhibitors of Polymerase Kappa; purified Pol kappa, fluorescent DNA synthesis assay, 10 min; Potency, µM (top dose mostly 107 µM), inactives show at the top dose activity, negative = inhibition, usual class: inhibitors; 400,000 compounds, 0.53% hits; DNA polymerase kappa (Homo sapiens), Q9UBT6; also: % is scaled to controls: 0 for no effect and ±100 for the full control effect
#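 Pol kappa 10 nM + cpd, 15 min RT; start w/ substrate 50 nM final; fluorescence kinetic read, 0 and 10 min. Neg ctrl: buffer, no enzyme.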
# BAZ2B block: qHTS Assay for Inhibitors of BAZ2B; AlphaScreen BAZ2B-H3K14Ac peptide displacement; Potency, µM (series often up to 114 µM), for inactives: at the top dose activity change, negative = inhibition, actives largely listed as inhibitors; 360,000 compounds, 4.4% hits; AID 504333, 2011; also: % is scaled to controls: 0 for no effect and ±100 for the full control effect; nearly all actives have a fitted effect of over 60% in size
#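 BAZ2B (50 nM) with biotin-H3(5-23)K14Ac peptide (50 nM) in PBS pH 7.4, 0.01% Tween-20, preformed 30 min, then compound 30 min at room temperature; top concentration 110uM. AlphaScreen streptavidin donor/nickel chelate acceptor beads (10 ug/mL final), 20 min dark, signal read.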
# BLM helicase inh: qHTS Assay for Inhibitors of Bloom's syndrome helicase (BLM) | RecQ-like DNA helicase BLM (Homo sapiens), P54132 | recombinant BLM DNA unwinding, fluorescence dequenching | Potency, µM (doses to about 56.1 µM), without a hit: top-dose activity change, negative = inhibition, most hits filed as inhibitors | 350,000 compounds, 0.2% hits | AID 2528, 2010;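 also: plate controls were vehicle for no effect and no enzyme for full effect; nearly all actives have a fitted effect of over 35% in size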
# Pol beta inh: qHTS Assay for Inhibitors of DNA Polymerase Beta; AID 485314, 2010; 340,000 compounds, 1.3% hits; P06746; Potency, µM (titrated, usually from 114 µM), inactives show at the highest dose activity change, negative = inhibition, usual class: inhibitors; Pol beta primer extension/strand displacement, fluorescence kinetic; also: % is scaled to controls: 0 for no effect and ±100 for the full control effect
#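 Human Pol beta at 10 nM; strand-displacement substrate 50 nM final. Compound exposure 15 min at room temperature before start, reaction 10 min at room temperature.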
# Starred values were filed as active, the others as inactive; u = inconclusive; x = no result given; [ ] = remark or other dose. Calls follow the shape of the dose curve; as a rule, active = well fitted curve in the direction sought with a large enough effect; inconclusive = small, poorly fitted or top-dose-only effect, or another doubt; inactive = no such curve, though single readings can be large; an effect the other way counts as inactive or inconclusive. Potency is read from the fitted curve at half-maximal effect. An excerpt; rates above refer to the full screens.
# Fields – G9a block, Pol eta inh, BLM helicase inh, JMJD2A Tudor, Pol beta inh, Pol iota inh, BAZ2B block, APE1 inh, Pol kappa inh
> N#Cc1cc2c(nc1S(=O)(=O)Cc1ccccc1)CCCC2
  27%, -2%, -8%, -7%, 8%, 124%[activator], -6%, 1%, -18%
> Cc1cccc(COCC(Cc2ccccc2)N2CCN(C(=O)c3ccc(C(F)(F)F)cc3)CCC2=O)c1 (stereo not given)
  u, -27%, -15%, -10%, -12%, 4%, -7%, 22%, -10%
> O=C(Nc1ccncc1)c1ccc(-c2ccccc2)cc1
  -4%[59 µM], 3%, -16%, -26%, u, u, -34%, -1%, -12%
> COc1ccc(/C=N/n2cc(-c3ccc(OC)cc3)nc2N)cc1
  28%[12.7 µM], -9%, -4%, -20%, -16%, 24%, -9%, 3%, -21%
> Cc1cccc(Nc2ncnc3onc(-c4cccc(Cl)c4)c23)c1
  50%[activator], -9%, -5%, 9%, -12%, 9%, 11%[57.1 µM], 49%, 0%
> COc1ccc2cc(C#N)c(N3CCOCC3)nc2c1
  x, 3%, -2%, 7%, -1%, 79%[activator], 11%, -7%, 3%
> O=c1[nH]c2cc3c(cc2cc1CN(Cc1nnnn1CC1CCCO1)C1CCCCC1)OCO3 (stereo not given)
  u, -19%, -1%, -25%[11.4 µM], 9%, 13%, -5%, 14%, -3%
> CCN1CCN(C(=O)c2sc3ncnc(N4CCc5ccccc5C4)c3c2C)CC1
  -44%, -15%, -1%, -27%, 19%, 38%[activator], u, 24%, -15%
> O=S(=O)(c1ccccc1)N1CCC2(CCN(Cc3ccccc3)CC2)CC1
  5%[12.7 µM], x, 2%, x, x, x, x, 11%, 6%[60.1 µM]
> C[C@H]1CC[C@@]2(O[C@@H](CCO)C[C@@H](O)[C@@H]2O)O1
  -13%[59 µM], -14%, 0%, -8%, 28%, -9%, 0%, 3%, -16%
> COc1cccc(-c2nnc(SCc3ccc(C#N)cc3)n2Cc2ccco2)c1
  35µM*, u, -3%, u, 3%, -11%, -29%, -1%, -21%
> COc1ccc(-c2cc(C(=O)N3CCN(c4ncccn4)CC3)c3ccccc3n2)c(OC)c1
  u, -14%, -3%, -4%, -9%, 5%, -1%, 2%, -10%
> COC(=O)C1=C(N)c2c(F)cccc2C1(C#N)c1ccccc1 (stereo not given)
  u, -20%, -7%, -6%, 8%, 9%, 6%, 6%, 1%
> O=C(/C=C/c1ccccc1[N+](=O)[O-])NCc1ccccc1Cl
  2%, 2%, -7%, -7%, 6%, -9%, -1%, -4%, -20%
> O=C(COC(=O)c1cccc(NS(=O)(=O)/C=C/c2ccccc2)c1)Nc1ccccc1OC(F)F
  16%[59 µM], -28%, -13%, -12%, 21%, u, 1%, -8%, -14%

# Record cards, from the list above. Order of values: G9a block, Pol eta inh, BLM helicase inh, JMJD2A Tudor, Pol beta inh, Pol iota inh, BAZ2B block, APE1 inh, Pol kappa inh
# `Cc1cccc(COCC(Cc2ccccc2)N2CCN(C(=O)c3ccc(C(F)(F)F)cc3)CCC2=O)c1` (stereo not given) as listed: u, -27%, -15%, -10%, -12%, 4%, -7%, 22%, -10%
# `O=C(/C=C/c1ccccc1[N+](=O)[O-])NCc1ccccc1Cl` as listed: 2%, 2%, -7%, -7%, 6%, -9%, -1%, -4%, -20%
# `COc1cccc(-c2nnc(SCc3ccc(C#N)cc3)n2Cc2ccco2)c1` as listed: 35µM*, u, -3%, u, 3%, -11%, -29%, -1%, -21%

# Carrying on:
# Fields – G9a block, Pol eta inh, BLM helicase inh, JMJD2A Tudor, Pol beta inh, Pol iota inh, BAZ2B block, APE1 inh, Pol kappa inh
> Cc1nn(C)c(=O)n1-c1ccc(Oc2ccccc2)cc1
  10%[12.7 µM], -9%, -1%, 13%, -21%, 9%, 10%, 2%, 1%
> Cc1c(Cl)cccc1-n1ncc(C(=O)Nc2ccc(F)cc2F)c1C1CCN(C(=O)OC(C)(C)C)CC1
  u, -19%, -10%, -31%, 10%, 22%, 1%[57.1 µM], x, -6%
> CC(=O)Nc1cc(C(C)(C)C)c(O)c(C(C)(C)C)c1
  -18%, -24%, -6%, -13%, -22%, 18%, 5%, -8%, -4%
> CC1CN(Cc2ccccc2)C(=O)N(c2ccccc2)C1=O (stereo not given)
  x, -3%, x, -2%, x, 21%, x, x, -8%
> O=C(CCC1N=C2c3ccccc3N=C(SCc3ccccc3Cl)N2C1=O)NCCc1ccccc1 (stereo not given)
  u, -16%, -2%, -4%, 3%, 11%, 24%, x, 6%
> [O-][n+]1c2c(nn1-c1ccc(Cl)c(Cl)c1)-c1nonc1CC2
  5%, -7%, -1%, -11%, 28%, 18%, 5%, -4%, 4%
> CCOC(=O)c1cc(-c2ccccc2)sc1NC(=O)C(C)N1C(=O)NC(C)(c2ccc(Cl)cc2)C1=O (stereo not given)
  7%[59 µM], 4%, -16%, u, 12%, 1%, -9%, -2%, -18%
> COCCCNc1ncnc2ccc(C)cc12
  4%[59 µM], -6%, -9%, -13%, 53%, 28%, -3%, 0%, -7%
> Cc1nn2c3c(cnc2c1-c1ccc(F)cc1)C(=O)CC(c1ccccc1)C3 (stereo not given)
  21%[59 µM], -8%, -1%, 5%, 17%, 0%, -11%, x, -3%
> CCCCN(CC)C(=O)c1ccc(Cl)cc1
  5%, -12%, -4%, -8%, 2%, -13%, -5%, -5%, -17%
> Cc1ccc(S(=O)(=O)N2CCN(C(=O)N3CCOCC3)C2C)cc1 (stereo not given)
  -11%[59 µM], -2%, 0%, 9%, 10%, -5%, -5%, 15%, 8%
> Nc1nc(Cl)cc(Nc2ccccc2Cl)n1
  15%[12.7 µM], -5%, -4%, -17%, u, -1%, -2%, 1%, -11%
> CCC(=O)N1CCc2cc(S(=O)(=O)NC(C(=O)N3CCN(c4ccc(F)cc4)CC3)C(C)C)ccc21 (stereo not given)
  -7%, -15%, 0%, 0%, 21%, 20%, -12%, 16%, 12%
> Cc1csc(=O)n1CCC(=O)NCc1ccc(F)cc1
  x, -8%, x, -19%, x, -1%, x, -11%, 5%
> CN1CCN(c2ncc3nc(-c4cccs4)c(=O)n(CCc4ccccc4)c3n2)CC1
  4%[0.501 µM], x, 2%, x, x, x, x, -1%, 0%[60.1 µM]
> COn1c(SCc2ccc(Cl)cc2)nc2ccccc2c1=O
  34%[12.7 µM], -18%, -10%, 54%[activator], -6%, -2%, 50%[activator], -5%, 2%
> CNc1ccc(C2(O)C(=O)c3ccccc3C2=O)cc1
  11%[59 µM], -18%, 1%, -24%, 7%, 54%[activator], 2%, 4%, -13%
> O=C(Nc1ccccc1F)c1ccc(CSc2ccccc2)o1
  54%[activator], -17%, -6%, 114%[activator], 7%, -25%, 85%[activator], -4%, 5%
> Cc1ccccc1C(=O)N(Cc1cccs1)C1CCS(=O)(=O)C1 (stereo not given)
  4%, -16%, 0%, -11%, 38%, 151%[activator], 9%, 28%, -1%
> CN(C)S(=O)(=O)c1ccc2c(c1)nc1n2CCC1
  9%[59 µM], 0%, -2%, -10%, 22%, 7%, -5%, -4%, -5%
> Cc1cc(C)cc(NC(=O)N2CCN(c3cc(-c4noc(C)n4)ccc3C)CC2)c1
  17%[59 µM], -9%, -8%, -12%, 29%, -12%, 2%, x, -6%[60.1 µM]
> COc1ccccc1NC(=O)N1C2CCCC1CC(NC(=O)c1ccccc1)C2 (stereo not given)
  -11%[59 µM], -5%, -3%, -15%, 18%, 5%, -17%, -1%, -6%
> Fc1ccc(CSc2nncn2NCc2ccc3c(c2)OCO3)cc1
  11%[59 µM], -5%, -6%, -14%, 0%, -7%, -2%, 6%, -3%
> Cc1ccc(S(=O)(=O)N2CCOCC2)cc1NC(=O)COc1ccc2c(C)cc(=O)oc2c1
  8%, -3%, 0%, -15%, 23%, 17%, -3%, 0%, -17%
> CCN(CC)CCCN(Cc1cc2cc3c(cc2[nH]c1=O)OCO3)C(=O)Nc1ccccc1OC
  -10%[59 µM], 1%, 22%, -6%, -11%, -1%, 2%, 1%, 1%
> Cn1cnnc1SCC(=O)Nc1ccc(S(=O)(=O)N2CCOCC2)cc1
  -22%[59 µM], -24%, x, -1%, x, 53%[activator], 12%, 5%, -14%
> COc1ccccc1NC(=O)CSCc1ccc([N+](=O)[O-])cc1
  -32%, -10%, -4%, -21%, -10%, u, -19%, -5%, -6%[60.1 µM]
> CN(C)CCNc1ncnc2c1sc1nc(N3CCOCC3)c3c(c12)CC(C)(C)SC3
  u, -14%, -1%, u, -2%, 6%, u, 0%, -9%
> CC(C)N(CCc1ccncc1)C(=O)Nc1ccc(F)cc1
  -37%, -17%, -5%, -9%, 0%, 14%, -22%, -3%, -1%
> CCOCCCNC(=O)c1cc(Nc2ccc(OC)cc2OC)nc2ccccc12
  0%, -22%, -1%, -27%, -2%, 17%, u, u, -3%
> CCCc1ccc(-c2cc(C(=O)N3CCN(c4ccccn4)CC3)c3ccccc3n2)cc1
  -9%, -12%, -16%, -26%, 0%, -6%, 1%, 29%, -13%
> COc1ccc(-c2oc3ccc(-c4cc(OC)c(OC)c(OC)c4)cc3c2C(=O)c2ccc(OC)nc2)cc1
  16%, -11%, -1%, -10%, 2%, 23%, -1%, 19%, 4%
> COc1cccc(C(=O)NCCSCc2c(F)cccc2Cl)c1
  -3%[0.501 µM], u, -3%, u, -1%, 107%[activator], 6%, 3%, -9%
> Cc1ccc(CNC(=O)CSc2nc(=O)[nH]c3c2CCCC3)cc1
  5%[59 µM], -13%, -2%, -9%, -8%, 23%, -10%, x, -10%[60.1 µM]
> CCOC(=O)c1cnc2cc(C)nn2c1-c1ccccc1
  6%[12.7 µM], -10%, -3%, -7%, 17%, 14%, 5%, -1%, 2%

# Screening results deposited in PubChem by National Center for Advancing Translational Sciences (NCATS).
